# From PubChem
# Menin MLL FP TR – menin-MLL binding inhibition, Texas Red mutant peptide. Menin + Texas Red MLL mutant peptide, fluorescence polarization. Potency, µM (titrated, usually from 61.6 µM), inactives show at the highest dose FP activity change, negative = inhibition, hits mostly inhibitors. actives 0.23% (n = 270,000). AID 1768; active = well fitted inhibition curve with a large enough effect in the polarisation, with a control signal flat, not every such curve was filed as active; inconclusive = small, poorly fitted or top-dose-only effect, or effect the other way, or a change in a side signal; inactive = no such curve, though single readings can be large or run the other way; the % refers to the polarisation; note: potency is the fitted concentration of half-maximal effect; % of control where 0% means no effect; many of its hits are not listed in these tables
# USP2a block – inhibitors of human ubiquitin-specific protease USP2a; AID 463254; actives 0.01% (n = 330,000); Potency, µM (doses to about 38.3 µM), for the others: top-dose activity change, negative = inhibition, actives largely listed as inhibitors; O75604; USP2 core, Ub-CHOP2 coupled fluorogenic reporter, 485/531;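 note: potency is the fitted concentration of half-maximal effect; plate controls were DMSO wells for no effect and full inhibition by NEM control for full effect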
#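 USP2 core (10nM final) preincubated 30min RT with compound in 20mM Tris-HCl pH 8.0, 2mM CaCl2, 2mM beta-mercaptoethanol, 0.05% CHAPS; 25nM Ub-CHOP2 plus 25nM reporter substrate added, fluorescence (Ex485/Em531) read after 60min.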
# FBPA coupling cs – inhibits coupling enzyme system, counter-screen for aldolase hits; coupling enzyme system counterscreen, AmpLite Red fluorescence; activity change, negative = inhibition, % at 58.2 µM, hits read low; actives 0.67% (n = 290,000); AID 2472; in the data active = activity change below about -30%; note: % is set by controls: 0 for no effect and ±100 for the full control effect
#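 Coupling enzymes only (glyceraldehyde-3-phosphate) + compound, at 57.5 uM final, 10 min RT; add substrate/coupling/AmpLite Red mix, 20 min RT; fluorescence ex 525/em 598 nm. Actives flag coupling-system interference.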
# B2AR arrestin – recruits beta-arrestin to the human beta2-adrenergic receptor; beta-arrestin recruitment to beta2AR, cell-based reporter; Potency, µM (doses to about 46.1 µM), inactives show at the top dose activation, usual class: activators; actives 0.02% (n = 330,000);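 note: potency is the fitted concentration of half-maximal effect; 0% = DMSO controls and full agonism = EC100 isoproterenol or metaproterenol; nearly all actives have a fitted effect of over 65% in size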
# GALK inhibitor – inhibitors of human galactokinase. P51570. AID 1868. Potency, µM (top dose mostly 57.5 µM), for the others: at the top dose activity change, negative = inhibition, most hits filed as inhibitors. Purified GALK, Kinase-Glo residual ATP luminescence. actives 0.007% (n = 270,000); note: potency is the fitted concentration of half-maximal effect; % is set by controls: 0 for no effect and ±100 for the full control effect
#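 Luminescence from leftover ATP (Ultra-Glo luciferase/luciferin) served as read-out after a 1 h room-temperature reaction of 5 nM GALK with 35 uM ATP and 100 uM galactose.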
# KCNH2 3.1 inh – KCNH2 3.1 (human) potassium channel inhibition; U2OS KCNH2 3.1, thallium flux FluxOr; stronger effect = lower value; activity change, % (tested at about 1.8 µM); actives 0.95% (n = 340,000);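 active = maximum activity change below -70%; inconclusive = maximum activity change from -70% to -50%; inactive = maximum activity change above -50%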;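 note: thallium influx rate constant from kinetic fluorescence after stimulation buffer; % is set by controls: 0 for no effect and ±100 for the full control effect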
#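 FluxOr-based Tl+ influx in U2OS cells transduced with KCNH2 3.1 virus; rate constants normalized to DMSO controls.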
# MLL CXXC-DNA inh – blocks binding of human MLL CXXC domain to DNA; MLL-CXXC / FITC-HOXA9 DNA fluorescence polarization; Potency, µM (doses to about 115 µM), for the others: at the highest dose activity change, negative = inhibition, hits mostly inhibitors; actives 0.037% (n = 290,000); AID 2662; active = well fitted inhibition curve with a large enough effect in the polarisation, with a control signal flat, not every such curve was filed as active; inconclusive = small, poorly fitted or top-dose-only effect, or effect the other way, or a change in a side signal; inactive = no such curve, though single readings can be large or run the other way; the % refers to the polarisation; note: potency is the fitted concentration of half-maximal effect
#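 Purified MLL-CXXC (added from a 7 uM solution) was preincubated 5 min at ambient with pinned compounds in 50 mM Tris-HCl pH 7.5, 50 mM NaCl, 1 mM DTT, 0.05% BSA. Fluorescein-labeled HOX-A9 DNA (50 nM solution) followed, 30 min, then polarization read.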
# PKM2 act – PKM2 (human) enzyme activation. P14618. purified PKM2, Kinase-Glo ATP luminescence, activation; response scale: 0% is enzyme alone, no compound. Potency, µM (titrated, usually from 57.5 µM), for inactives: at the top dose activation, hits mostly activators. actives 0.34% (n = 260,000); note: potency is the fitted concentration of half-maximal effect; % is set by controls: 0 for no effect and ±100 for the full control effect; nearly all actives have a fitted effect of over 55% in size
#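 Kinase-Glo luminescence reports ATP generated from ADP (0.1 mM) and PEP (0.5 mM) by purified hPK-M2 after 1 h at room temperature, pH 7.2 imidazole buffer; intermediate enzyme activity allows detecting inhibitors and activators.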
# TRPV1 agonist – activates the human vanilloid receptor TRPV1. Q8NER1. actives 0.19% (n = 320,000). AID 540275. activation, % at 8.33 µM. TRPV1-expressing cells, Fluo-8 calcium influx, agonist mode; in the data active = activation above about 80%; inconclusive = between about 30% and that limit; note: 0% is about no effect
#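 Cells expressing TRPV1 were dye-loaded with Fluo-8 and read kinetically: 10 s baseline, 3 min after compound (agonist portion), then 2 min after EC20 capsaicin (allosteric enhancer portion). Calcium-bound dye fluorescence at 480/520 nm.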
# hERG WT inh – blocks the wildtype human KCNH2 potassium channel | Q12809 | U2OS, BacMam KCNH2, thallium flux FluxOr; stronger effect = lower value | activity change, % at 1.84 µM | actives 0.37% (n = 340,000) | AID 720551;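 active = maximum activity change below -70%; inconclusive = maximum activity change between -70% and -50%; inactive = maximum activity change above -50%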; note: % is set by controls: 0 for no effect and ±100 for the full control effect
# Target sequence (Q12809 whole entry, looked up): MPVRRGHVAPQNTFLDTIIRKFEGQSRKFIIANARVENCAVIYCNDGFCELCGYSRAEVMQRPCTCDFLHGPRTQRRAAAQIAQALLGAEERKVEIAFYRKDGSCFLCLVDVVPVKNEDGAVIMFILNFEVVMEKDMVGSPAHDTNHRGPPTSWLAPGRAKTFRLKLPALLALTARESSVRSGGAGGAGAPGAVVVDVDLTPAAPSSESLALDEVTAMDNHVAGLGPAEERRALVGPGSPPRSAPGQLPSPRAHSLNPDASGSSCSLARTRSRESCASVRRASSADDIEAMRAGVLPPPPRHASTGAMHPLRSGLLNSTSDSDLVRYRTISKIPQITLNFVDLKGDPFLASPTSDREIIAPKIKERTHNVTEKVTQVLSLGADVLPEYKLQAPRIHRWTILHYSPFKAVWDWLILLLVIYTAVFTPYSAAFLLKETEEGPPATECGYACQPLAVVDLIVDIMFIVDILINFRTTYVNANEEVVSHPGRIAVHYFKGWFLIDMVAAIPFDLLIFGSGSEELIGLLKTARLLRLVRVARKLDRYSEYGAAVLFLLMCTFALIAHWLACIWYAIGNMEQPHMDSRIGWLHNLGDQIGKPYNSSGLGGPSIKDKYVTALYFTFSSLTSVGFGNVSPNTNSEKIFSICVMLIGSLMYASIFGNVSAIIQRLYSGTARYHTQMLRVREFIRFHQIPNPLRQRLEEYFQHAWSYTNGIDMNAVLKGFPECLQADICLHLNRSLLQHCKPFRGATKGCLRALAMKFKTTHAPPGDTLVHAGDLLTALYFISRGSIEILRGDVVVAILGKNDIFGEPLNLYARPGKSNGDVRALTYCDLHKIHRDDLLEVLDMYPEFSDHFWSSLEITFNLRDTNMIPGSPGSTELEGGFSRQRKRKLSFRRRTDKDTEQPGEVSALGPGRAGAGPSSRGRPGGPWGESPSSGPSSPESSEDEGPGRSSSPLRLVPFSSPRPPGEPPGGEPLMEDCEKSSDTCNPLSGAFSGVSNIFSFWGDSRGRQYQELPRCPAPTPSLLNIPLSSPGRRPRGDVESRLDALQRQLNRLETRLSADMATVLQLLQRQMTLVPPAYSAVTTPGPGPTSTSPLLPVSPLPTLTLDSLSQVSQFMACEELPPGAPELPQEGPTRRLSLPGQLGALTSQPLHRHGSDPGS
#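 U2OS cells were transduced with wild-type KCNH2 virus (2.03 x 10^8 / mL) for 4 h at room temperature, then cultured overnight at 37 C. Thallium flux was read with FluxOr dye. Rate constants were normalized to DMSO controls.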
# Giardia kill – kills Giardia lamblia | Giardia lamblia trophozoite viability | AID 540267 | activity change, % at 7.66 µM, hits read low | actives 0.15% (n = 340,000); in the data active = activity change below about -80%; inconclusive = between about -30% and that limit;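 note: parasites exposed to compound for two days anaerobically before the ATP read; % is set by controls: 0 for no effect and ±100 for the full control effect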
#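 Luminescent ATP signal served as the viability read-out, measured 15-30 min after adding ATP detection reagent to trophozoites that had been incubated with compounds for 48 hrs at 37 deg C anaerobically at 100 cells/well.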
# Numbers without * were called inactive; ? = inconclusive; / = not tested or not shown; [ ] = another dose, or the depositor's remark. Unless noted, calls come from the whole dose curve; as a rule, active = well fitted curve in the direction sought with a large enough effect; inconclusive = small, poorly fitted or top-dose-only effect, or another doubt; inactive = no such curve, though single readings can be large; an effect the other way counts as inactive or inconclusive. An excerpt; the hit share may differ from the screen's.
# Sample of the layout (2 entries):
SMILES,Menin MLL FP TR,USP2a block,FBPA coupling cs,B2AR arrestin,GALK inhibitor,KCNH2 3.1 inh,MLL CXXC-DNA inh,PKM2 act,TRPV1 agonist,hERG WT inh,Giardia kill
Cc1ccc(C(=O)NC(=S)N2CCCC2)cc1,/,4%,/,13%,-7%,-7,-1%,-1%,-2,-4,-21
COc1cc(CCC(=O)N2CCN(c3cccc(C)c3C)CC2)cc(OC)c1OC,?,4%,0,-0.4%,/,7,0%,/,-2,-6,12

# The list itself, from the start:
SMILES,Menin MLL FP TR,USP2a block,FBPA coupling cs,B2AR arrestin,GALK inhibitor,KCNH2 3.1 inh,MLL CXXC-DNA inh,PKM2 act,TRPV1 agonist,hERG WT inh,Giardia kill
Cc1ccc(C(=O)NC(=S)N2CCCC2)cc1,/,4%,/,13%,-7%,-7,-1%,-1%,-2,-4,-21
COc1cc(CCC(=O)N2CCN(c3cccc(C)c3C)CC2)cc(OC)c1OC,?,4%,0,-0.4%,/,7,0%,/,-2,-6,12
Cc1cccc(NS(=O)(=O)c2ccc3[nH]c(=O)[nH]c3c2)c1C,-3%,2%,-2,0.3%,/,-3,-2%,/,-1,-9,12
C=C(C)c1cccc(C(C)(C)NC(=O)Nc2cc(C)ccn2)c1,?,1%,-2,13%,-1%,-29,-4%,2%,23,-13,-29
CCc1ccc2nc(NC(=O)C3CCN(c4ncnc5sc(C)c(C)c45)CC3)sc2c1,/,1%,/,-0.2%,/,-4,/,/,0,1,?
O=C(CSC(=S)N1CCCCC1)Nc1nc(-c2ccccc2)c(-c2ccccc2)o1,?,-1%,2,0.0%,1%,4,8%,0%,1,-6,9
COc1ccc(/C=C/C(=O)N(C)CC(=O)Nc2cccc(F)c2)cc1S(=O)(=O)N1CCCCC1,/,4%,/,-0.1%,/,4,/,/,12,-3,-26
O=C(COc1ccc(Br)cc1F)NC1CC1,/,1%,/,-0.1%,/,-6,/,/,/,-11,-27
O=C(O)CCCC(=O)N1CCc2cc(S(=O)(=O)N3CCc4ccccc43)ccc21,0%,-2%,-1,0.3%,2%,1,-20%,26%,-1,-2,-17
Cc1ccc(C)c(OCCC(=O)OCC(=O)Nc2ccc(N3CCOCC3)cc2)c1,/,-1%,/,-0.1%,/,-7,/,/,-6,-3,6
Cc1noc(/C=C/N(C)C)c1S(=O)(=O)N1CCCC(C(=O)NCc2ccccc2Cl)C1 (stereo not given),-19%,8%,1,-0.1%,-2%,4,4%,7%,0,-30,-3
O=C(Nc1ccc(Br)cn1)c1ccc(COc2c(F)c(F)cc(F)c2F)o1,/,2%,/,-0.1%,/,-23,/,/,15,4,2
CC1CCc2c(sc(N)c2C(=O)OC(C)C)C1 (stereo not given),/,2%,-1,-0.9%,0%,17,-3%,-5%,9,-10,20
CCc1ccc(Nc2ncc3c(n2)CC(c2ccco2)CC3=O)cc1 (stereo not given),-2%,-2%,4,-0.2%,-5%,-15,8%,-2%,5,5,-3
COc1ccccc1C(=O)Nc1ccc(C(=O)Nc2ccccc2C(=O)O)cc1,/,3%,/,-0.1%,-1%,5,5%,1%,1,3,-6
CCC(=O)Nc1cccc(-c2ccc(N3CCN(C)CC3)nn2)c1,10%,-7%,-5,0.0%,-2%,2,-1%,/,-2,3,-26
COc1ccccc1OCC(=O)NCCS(=O)(=O)N1CCN(c2ccc(F)cc2)CC1,-4%,0%,3,0.4%,-4%,-9,5%,/,-2,-4,11
O=[N+]([O-])c1ccc(C(O)C(CO)NC(=S)Nc2ccccc2)cc1 (stereo not given),/,-1%,-1,0.3%,4%,-10,-11%,-1%,0,7,-22
Cc1ccc(-c2cc(C(=O)N3CCc4ccccc4C3)[nH]n2)cc1C,?,3%,2,-1.0%,4%,21,1%,1%,?,-17,-27
Cc1cc(C(=O)NC(=S)Nc2cccc(C(=O)O)c2C)ccc1[N+](=O)[O-],13%,4%,2,0.1%,-2%,3,14%,-3%,0,-3,2
Cc1cc(C)c(NC(=O)CO/N=C2\CCCc3nonc32)c(C)c1,2%,0%,3,0.1%,-4%,14,8%,1%,0,-4,-9
Cc1ccc(NC(=O)CN2C(=O)N/C(=C/c3ccco3)C2=O)cc1,/,?,-7,-0.8%,8%,-3,-3%,-7%,/,3,-5
CC1CCN(c2nc3c(c(=O)n(C)c(=O)n3C)n2CCSc2nc3ccccc3s2)CC1,-9%,2%,-1,0.4%,1%,21,3%,-6%,3,0,0
CCOC(=O)C(O)(CC(=O)c1ccc(Cl)cc1)C(=O)OCC,-13%,2%,-2,-0.2%,0%,-43,8%,-5%,-2,2,-3

# Three compounds from above, ordered by the value under Menin MLL FP TR, descending.
smiles | Menin MLL FP TR
CCC(=O)Nc1cccc(-c2ccc(N3CCN(C)CC3)nn2)c1 | 10%
Cc1cc(C)c(NC(=O)CO/N=C2\CCCc3nonc32)c(C)c1 | 2%
CC1CCN(c2nc3c(c(=O)n(C)c(=O)n3C)n2CCSc2nc3ccccc3s2)CC1 | -9%

# Additional structures follow:
SMILES,Menin MLL FP TR,USP2a block,FBPA coupling cs,B2AR arrestin,GALK inhibitor,KCNH2 3.1 inh,MLL CXXC-DNA inh,PKM2 act,TRPV1 agonist,hERG WT inh,Giardia kill
COc1ccc(N2CCN(C(=O)c3sc4nc(-c5ccc(F)cc5)cn4c3C)CC2)cc1,?,0%,1,-0.1%,0%,-36,26%,-5%,16,5,-17
O=C(/C=C/c1ccc(Br)cc1)Nc1ccc(S(=O)(=O)Nc2ncccn2)cc1,48%[activator],0%,5,-0.2%,-2%,-2,-27%,15%,-2,/,-15
O=C(NCc1ccco1)c1ccc2nccnc2c1,3%,1%,-4,-0.4%,1%,14,4%,9%,-5,17,9
Cc1cc(C(=O)Nc2ccc3ccccc3c2)oc1C,37%[activator],3%,-7,-0.9%,-3%,5,26%,-2%,?,3,-18
COc1ccccc1C(=O)NC(CCSC)C(=O)N1CCN(C/C=C/c2ccccc2)CC1 (stereo not given),/,1%,/,-0.3%,/,-38,/,/,-9,6,-8
Cn1c(/C(C#N)=C/C2CC=CCC2)nc2ccccc21 (stereo not given),13%,0%,4,-0.3%,0%,-3,-6%,15%,?,-7,-8
Cc1ccc(CCNC(=O)CCn2ccc3cc(S(=O)(=O)N4CCCC4)ccc32)cc1,7%,4%,2,-0.7%,8%,-14,-1%,-9%[0.46 µM],1,0,6
Cn1cnnc1Sc1ccc(S(C)(=O)=O)cc1[N+](=O)[O-],5%,-1%,0,-1.0%,4%,-9,-4%,-2%,-1,-2,8
Cc1cccc(C(=O)OCC(=O)N2CC(C)OC(C)C2)c1C (stereo not given),/,3%,-1,-0.6%,-2%,15,2%,/,-1,5,-12
COc1cc(C(=O)NNC(=O)NC2CCCCC2)cc(OC)c1OC,5%,1%,2,-0.4%,-1%,8,4%,6%,2,2,-15
Cc1sc2nc(CN3CCCCC3)nc(Cl)c2c1C,-13%,7%,2,2.7%,0%,-5,33%,1%,1,3,3
CN(Cc1ccccc1)C(=O)CCC1CCN(S(C)(=O)=O)CC1,19%,1%,0,-0.4%,6%,-9,-1%,1%,4,0,?
Cc1cc(-c2nnc(-c3cccc(C(F)(F)F)c3)o2)no1,/,0%,0,0.1%,-2%,14,-6%,-2%,/,3,-9
COc1cc(Cl)c(S(=O)(=O)NCCCn2ccnc2)cc1Cl,7%,0%,3,-1.1%,-3%,20,-4%,5%,1,9,12
C/C(=N\NC(=O)c1cccnc1)c1cccc([N+](=O)[O-])c1,10%,1%,-2,-2.0%,6%,-3,-7%,2%,2,1,?
CCc1ccc(C(=O)Nc2cc(C)on2)o1,-14%,0%,2,0.0%,6%,16,3%,0%,0,-6,-23
O=C(Nc1cccc(Cl)c1)c1cc([N+](=O)[O-])ccc1N1CCN(CCO)CC1,1%,14%,-1,-1.0%,1%,-7,-4%,1%,-2,18,7
COc1ccc(NC(=O)Oc2ccccc2)cc1Cl,22%,0%,-1,-0.2%,6%,-31,7%,0%[11.5 µM],0,27,15

# Arranged by length of the SMILES (largest number first): some entries from above.
SMILES,Menin MLL FP TR,USP2a block,FBPA coupling cs,B2AR arrestin,GALK inhibitor,KCNH2 3.1 inh,MLL CXXC-DNA inh,PKM2 act,TRPV1 agonist,hERG WT inh,Giardia kill
Cc1cc(-c2nnc(-c3cccc(C(F)(F)F)c3)o2)no1,/,0%,0,0.1%,-2%,14,-6%,-2%,/,3,-9
COc1ccc(NC(=O)Oc2ccccc2)cc1Cl,22%,0%,-1,-0.2%,6%,-31,7%,0%[11.5 µM],0,27,15
CCc1ccc(C(=O)Nc2cc(C)on2)o1,-14%,0%,2,0.0%,6%,16,3%,0%,0,-6,-23
